IMP-1 inhibitor – blocks Pseudomonas aeruginosa IMP-1 metallo-beta-lactamase; purified IMP-1, nitrocefin hydrolysis, epi-absorbance fluorescence; inhibition, % at 5.6 µM; 0.45% of 290,000 active;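 active means inhibition above the mean plus 3 SD of all compounds in the same screening run, cut at about 4.5% in these data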;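 further: 0% = IMP-1 with DMSO and 100% = DMSO wells lacking enzyme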
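Test system: recombinant IMP-1 enzyme, purified / Medium: HEPES buffer pH 7.1 with ZnSO4 and Brij 35 / Doses: single dose, 5.6 µM / Times: 25 °C, 15 min preincubation, 25 min reaction / Detection: Epi-absorbance via hydrolysed-nitrocefin quenching of white-plate fluorescence, 480/530 nm, EDTA stop / Evaluation: percent inhibition from optical density relative to buffer-blank wells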
PHOSPHO1 block – PHOSPHO1 (human) inhibition | Q8TCT1 | recombinant PHOSPHO1, absorbance phosphatase assay | inhibition, % at 13.3 µM | 1.1% of 290,000 active; in the data active means inhibition above about 60%
IDE inh – inhibitors of human insulin-degrading enzyme in cells; HEK cells, FAbetaB cleavage, fluorescence polarization; inhibition, % at 5.59 µM; 0.41% of 320,000 active; AID 434962;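 active means percent inhibition above the average of all tested compounds plus 3 SD, set per screening campaign, cut at about 16% in these data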;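 further: IDE supplied by intact live HEK cells; FP after avidin binding of uncleaved biotin substrate so inhibition keeps polarization high; 0% = DMSO wells and 100% = 60 µM reference IDE inhibitor Ii1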
Target sequence (P14735 whole entry, looked up): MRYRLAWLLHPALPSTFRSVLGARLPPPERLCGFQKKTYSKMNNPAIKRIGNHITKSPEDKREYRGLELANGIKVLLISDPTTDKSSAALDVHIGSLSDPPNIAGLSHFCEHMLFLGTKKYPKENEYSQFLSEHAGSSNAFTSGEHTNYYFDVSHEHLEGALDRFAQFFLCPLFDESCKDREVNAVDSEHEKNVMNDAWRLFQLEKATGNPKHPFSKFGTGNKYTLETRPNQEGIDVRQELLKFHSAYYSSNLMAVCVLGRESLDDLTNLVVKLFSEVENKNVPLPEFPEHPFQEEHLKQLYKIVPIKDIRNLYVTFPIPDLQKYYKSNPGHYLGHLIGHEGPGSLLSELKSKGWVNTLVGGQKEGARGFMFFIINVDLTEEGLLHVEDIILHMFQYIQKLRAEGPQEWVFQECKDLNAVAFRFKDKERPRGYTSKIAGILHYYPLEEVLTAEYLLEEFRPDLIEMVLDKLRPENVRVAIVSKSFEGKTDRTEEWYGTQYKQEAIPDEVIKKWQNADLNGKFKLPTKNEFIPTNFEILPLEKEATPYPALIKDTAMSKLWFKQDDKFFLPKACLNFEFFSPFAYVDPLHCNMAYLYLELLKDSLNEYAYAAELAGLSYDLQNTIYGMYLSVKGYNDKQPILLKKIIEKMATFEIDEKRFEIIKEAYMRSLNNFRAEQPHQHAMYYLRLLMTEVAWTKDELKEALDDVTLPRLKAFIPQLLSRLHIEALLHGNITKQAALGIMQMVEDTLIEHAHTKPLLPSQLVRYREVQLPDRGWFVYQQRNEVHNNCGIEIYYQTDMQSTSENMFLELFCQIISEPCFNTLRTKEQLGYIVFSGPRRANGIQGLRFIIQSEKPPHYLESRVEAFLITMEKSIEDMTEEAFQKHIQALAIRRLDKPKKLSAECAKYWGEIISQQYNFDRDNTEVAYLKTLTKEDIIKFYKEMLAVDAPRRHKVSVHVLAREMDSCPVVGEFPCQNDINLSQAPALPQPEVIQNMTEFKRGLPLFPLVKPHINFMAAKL
IDE cell activ – activators of human insulin-degrading enzyme in cells; HEK cells, FAbeta-B cleavage, fluorescence polarization; 0% vehicle, 100% cell-free pure enzyme wells; activation, % at 5.96 µM; 0.073% of 340,000 active; AID 493087;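 active means activation above the mean of all tested compounds plus 3 SD, set per screening campaign, cut at about 17% in these data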
p-CIP stab down – compounds decreasing mouse p/CIP protein stability; Q05BA5; F442A p/CIP-EGFP cells, EGFP fluorescence, 16 h; decrease of EGFP signal, % at 10 µM; 0.01% of 290,000 active;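 active means EGFP signal decrease of at least 30% at 10 µM or well 3 SD below plate mean, unless failing retest; inactive means the rest, including hits failing retest or dose response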; further: some compounds called inactive have numbers as strong as hits; many of its hits are not listed in these tables
VIM-2 inh – inhibitors of Pseudomonas aeruginosa VIM-2 metallo-beta-lactamase. AID 1527. inhibition, % at 5.6 µM. 0.89% of 290,000 active. purified VIM-2, nitrocefin hydrolysis, epi-absorbance fluorescence;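 active means inhibition above the mean of all tested compounds plus 3 SD, cutoff set per screening run, cut at about 7.5% in these data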;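 further: red hydrolysis product quenches plate fluorescence so inhibitors raise well fluorescence; 0% = enzyme with DMSO and 100% = DMSO without enzyme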
NALP1 yeast inh – inhibitors of NALP1 inflammasome in yeast | S. cerevisiae NALP1/ASC/caspase-1 growth, X-gal OD620, 72 h | inhibition, % at 10 µM | 0.61% of 280,000 active; in the data active means inhibition mostly above about 24%, no sharp cut-off; inactive means mostly below about 32%; further: some compounds called inactive have numbers as strong as hits
PfM18AAP inh – blocks P. falciparum M18 aspartyl aminopeptidase | recombinant PfM18AAP, H-Glu-NHMec fluorogenic cleavage | 1.2% of 290,000 active | inhibition, % at 7.35 µM;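 active means inhibition above the campaign mean inhibition over all tested compounds plus 3 SD, cut at about 28% in these data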;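 further: 0% = plate median of test compound wells and 100% = 2 mM ZnCl2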
GPR7 antagonist – human neuropeptides B/W receptor 1 antagonism; GPR7-expressing cells, fluorescence antagonist assay; inhibition, % at 4.4 µM; 1.1% of 290,000 active; AID 1861; in the data active means inhibition above about 16%, passing the limit was not always enough;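 further: cells stimulated with the agonist NPW; 0% = agonist with vehicle and 100% = vehicle without agonist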
* marks the source's active call; other numbers are inactive results; . = not tested or not shown.

SMILES | IMP-1 inhibitor | PHOSPHO1 block | IDE inh | IDE cell activ | p-CIP stab down | VIM-2 inh | NALP1 yeast inh | PfM18AAP inh | GPR7 antagonist
Cc1ccc(CSc2ccc(-c3ccc4c(c3)OCO4)nn2)cc1 | -2.8 | -77 | 6 | -1 | -27 | -2.1 | 20 | -4 | -9
O=S(=O)(Nc1ccccc1Cl)c1ccc2[nH]c(=S)oc2c1 | -2.0 | 12 | 5 | -2 | -27 | -4.5 | -12 | 3 | -16
CC(C)(C)c1ccc(C(=O)NNc2ncccc2-n2cccc2)cc1 | -3.6 | 12 | -2 | -4 | -2 | -3.3 | -4 | 7 | -5
COC(=O)c1ccccc1NC(=O)Cn1c(CCC(=O)O)ccc1-c1cccs1 | -6.3 | 5 | -2 | -4 | 12 | -4.5 | 11 | -2 | -16
CN(C)S(=O)(=O)c1cccc(NC(=S)N/N=C/c2cc(Br)ccc2O)c1 | -2.4 | 0 | 12 | -25 | 4 | 2.6 | 29 | 19 | 17
COc1ccc(CCNC(=O)c2ccc(Cl)cc2Cl)cc1 | -1.7 | 0 | 3 | 0 | 1 | -1.4 | -6 | 2 | -4
Cn1c(=O)cc(OCCCC(=O)NC2CCCC2)c2ccccc21 | -2.4 | 25 | 1 | 3 | -6 | -1.5 | 13 | -20 | -9
CS(=O)(=O)N(CC(=O)N1CCCCCC1)c1ccc(Cl)cc1 | -0.9 | 41 | 2 | 2 | 4 | 1.5 | 8 | -1 | -18
CC1CCN(c2ccc(NC(=S)NC(=O)c3ccco3)cc2)CC1 | -0.6 | -44 | 3 | 2 | -1 | -5.3 | 39 | -1 | -1
Cc1cc(NC(=O)c2ccc3c(c2)OCO3)ccc1NC(=O)c1ccco1 | -3.6 | 10 | 0 | 1 | -6 | -1.9 | -62 | -4 | 2
CCCC(C)NC(=O)C1CCN(C(=O)C2CC(=O)N(c3ccc(C)cc3)C2)CC1 (stereo not drawn) | -3.1 | 14 | -3 | -1 | 11 | -2.7 | 6 | -1 | 4
COC(=O)CSc1nc2sc3c(c2c(=O)[nH]1)CCC3 | -1.9 | 4 | 2 | 5 | 4 | 1.2 | -44 | 3 | -11
COc1ccc(OC)c(C(=O)COC(=O)C2CC3CCCC(C2)C3=O)c1 (stereo not drawn) | -3.3 | -36 | 3 | 3 | -3 | -3.6 | -4 | -12 | -2
Cc1cc(=O)oc2cc(OCC(=O)c3ccccc3)ccc12 | -3.5 | 19 | 0 | 4 | 9 | -1.0 | 24 | -11 | 2
Cc1ccccc1S(=O)(=O)Cc1ccc(C(=O)N2CCN(C3CCCCC3)CC2)o1 | -2.9 | -7 | 0 | 5 | -4 | -1.6 | 11 | 0 | 0
CC1CCCCN1c1cc(C#N)c(C#N)cc1[N+](=O)[O-] (stereo not drawn) | -3.1 | 19 | -1 | 5 | -1 | -3.8 | 35 | 0 | 0
O=C1CC(c2ccc(Cl)cc2)SC(N(c2ccccc2)c2ccccc2)=N1 (stereo not drawn) | -3.0 | 9 | -1 | 3 | 5 | -0.8 | 23 | -11 | -8
Cc1ccc(N2C(=O)c3cccc4c(Oc5ccccc5[N+](=O)[O-])ccc(c34)C2=O)c(C)c1 | -2.3 | -1 | 7 | -6 | -14 | 2.3 | 19 | 11 | -4
O=[N+]([O-])c1ccccc1N/N=C/c1ccc2c(c1)OCO2 | -1.1 | 29 | . | -2 | 4 | -0.7 | 3 | -1 | 0
Cc1cc(C)nc(NC(=O)c2cc([N+](=O)[O-])cc([N+](=O)[O-])c2)n1 | -2.6 | -10 | 1 | 6 | -6 | -2.4 | 27 | 2 | -5
N/C(=N\N=C\c1ccc([N+](=O)[O-])cc1)c1nonc1N | -4.9 | 18 | -6 | 7 | -8 | -0.8 | . | -3 | -2
O=C(Nc1cccc(Cl)c1)OCc1cnc(Cl)s1 | -2.0 | 12 | -3 | 2 | -1 | -1.8 | -6 | 8 | -3
Cc1cc(C)c2c(=O)n(CC(=O)NCCCN3CCOCC3)sc2n1 | -2.7 | 37 | 22* | -59 | -11 | -3.8 | . | 54* | 3
O=C(Cn1c(=O)n(CCCCC(=O)NC2CCCC2)c(=O)c2ccccc21)NCCC1=CCCCC1 | -1.3 | 52 | -2 | 5 | -7 | -2.9 | 4 | -3 | -7
CCC(CC)c1nnc(NC(=O)c2c(C)nn(Cc3ccccc3Cl)c2C)s1 | -1.4 | 16 | 0 | 1 | -9 | -4.8 | -7 | -6 | 24

Reprinted at random: 2 entries already listed, in no set order.
SMILES | IMP-1 inhibitor | PHOSPHO1 block | IDE inh | IDE cell activ | p-CIP stab down | VIM-2 inh | NALP1 yeast inh | PfM18AAP inh | GPR7 antagonist
COC(=O)CSc1nc2sc3c(c2c(=O)[nH]1)CCC3 | -1.9 | 4 | 2 | 5 | 4 | 1.2 | -44 | 3 | -11
O=[N+]([O-])c1ccccc1N/N=C/c1ccc2c(c1)OCO2 | -1.1 | 29 | . | -2 | 4 | -0.7 | 3 | -1 | 0

Marked active in PfM18AAP inh, among the entries above:
SMILES | IMP-1 inhibitor | PHOSPHO1 block | IDE inh | IDE cell activ | p-CIP stab down | VIM-2 inh | NALP1 yeast inh | PfM18AAP inh | GPR7 antagonist
Cc1cc(C)c2c(=O)n(CC(=O)NCCCN3CCOCC3)sc2n1 | -2.7 | 37 | 22* | -59 | -11 | -3.8 | . | 54* | 3

The list goes on.
SMILES | IMP-1 inhibitor | PHOSPHO1 block | IDE inh | IDE cell activ | p-CIP stab down | VIM-2 inh | NALP1 yeast inh | PfM18AAP inh | GPR7 antagonist
CCOCCc1nnc(NC(=O)CS(=O)(=O)c2ccc(C)cc2)s1 | -2.0 | 28 | 0 | 6 | -2 | -2.8 | -4 | 0 | -1
CN(CC(=O)N1CCN(Cc2ccccc2)CC1)S(=O)(=O)c1ccc(Br)cc1 | -2.8 | 36 | 2 | 2 | -18 | -1.8 | 17 | 1 | -15
Cc1cc(C)cc(CC2CC(=O)N(c3ccc4c(c3)OCCO4)C2=O)c1 (stereo not drawn) | 1.1 | 7 | 1 | 2 | 2 | -3.9 | 18 | 0 | -5
O=C1/C(=C/c2ccncc2)CCc2ccccc21 | -5.0 | 53 | 1 | -7 | 1 | 0.8 | . | 4 | -15
CCOC(=O)C1CCCN(CCc2ccccc2)C1 (stereo not drawn) | -2.1 | 30 | . | 2 | -9 | -0.8 | 13 | 3 | -21
c1cncc(-c2nnc(C3CCCCC3)o2)c1 | -2.2 | 15 | 2 | 3 | -3 | -0.3 | -4 | 1 | -4
CC(C)c1ccc(NC2CCCN(C(=O)c3n[nH]c4c3CCC4)C2)cc1 (stereo not drawn) | -3.0 | 50 | -1 | 1 | -3 | -6.1 | 3 | 5 | 12
Cc1ccc(Nc2cc(C)nc3ncnn23)cc1 | -3.4 | 8 | 4 | 4 | 1 | 0.5 | -14 | -5 | -12
O=C(CCN1c2ccccc2Sc2ccccc21)OCc1nnc(-c2ccccc2)o1 | -1.2 | -22 | 4 | -1 | -6 | -0.4 | -8 | 1 | -8
Cc1nc(CSc2nnc3scc(-c4ccc(Cl)cc4)n23)cs1 | -5.4 | 32 | 3 | 6 | -3 | 3.1 | 20 | -2 | -7
CC1CC(C)CN(C2CCN(Cc3cccnc3)CC2)C1 (stereo not drawn) | -3.8 | 19 | -2 | 1 | -9 | -4.1 | 5 | 4 | -5
O=C(NCCCN1CCOCC1)c1ccc(NS(=O)(=O)c2cccc([N+](=O)[O-])c2)cc1 | -0.3 | . | -2 | -2 | -3 | -1.8 | 10 | -3 | -16
O=C(NC(=S)NCC1COc2ccccc2O1)c1ccccc1 (stereo not drawn) | -2.2 | -5 | 0 | 0 | -3 | -3.5 | 12 | 3 | -6
COc1ccccc1OCc1cc(C(=O)NCc2ccc(N3CCCC3=O)cc2)no1 | 0.8 | 48 | -3 | 8 | 5 | 2.6 | 13 | 1 | -1
Cc1nc(-n2[nH]c3c(c2=O)CCCC3)[nH]c(=O)c1Cc1ccccc1 | -2.7 | 16 | 3 | 3 | -30 | -3.0 | -6 | 15 | -7
CCOC(=O)c1[nH]c(C)c(/C(O)=C2\C(=O)C(=O)N(CCN(C)C)C2c2cccc(OC)c2OC)c1C (stereo not drawn) | -2.0 | 25 | 4 | 6 | 1 | -0.3 | 16 | -9 | 2
CCCCNCCOCCOc1ccc(C)cc1Br | -3.4 | 5 | -5 | 1 | 7 | -0.7 | 24 | 3 | 6
O=c1o[nH]c(-c2ccccc2)c1C1=NCCCCC1 | -2.2 | . | 1 | -6 | . | -1.6 | . | 2 | -13
COCc1cc(C)nc2sc3c(=O)n(Cc4ccco4)nnc3c12 | -4.2 | 1 | . | 2 | -9 | -0.3 | 7 | 3 | -16
Cn1cc(P(=S)(N2CCOCC2)N2CCOCC2)cc1P(=O)(N1CCOCC1)N1CCOCC1 | -3.0 | -35 | 2 | 4 | 5 | -1.0 | -13 | 23 | -14
COc1ccc(NC(=O)/C(C#N)=C\C=C\c2ccco2)cc1 | -1.2 | -3 | 3 | 1 | -3 | -1.7 | 31 | 15 | 7
CC1CCCC(NC(=O)CCNS(=O)(=O)c2ccc(Br)cc2)C1C (stereo not drawn) | -2.0 | -15 | 9 | 0 | 10 | -1.5 | 8 | 3 | -5
Cc1ccc(/C(N)=N/OC(=O)CCCc2ccccc2)cc1 | 0.5 | 28 | 2 | 1 | -3 | 1.2 | 24 | -11 | -12
Clc1ccccc1-c1nnc2sc(-c3ccco3)nn12 | -6.1 | 41 | 1 | -3 | -18 | -1.9 | -7 | -3 | -3
CC(C)(Oc1ccc(Cl)cc1)C(=O)NCc1ccco1 | -4.5 | -7 | 4 | 5 | -8 | -0.2 | 12 | -9 | -10
COc1ccccc1CCNC(=O)c1cc(COc2cccc(C(F)(F)F)c2)on1 | -2.5 | 28 | 0 | 0 | -6 | -2.0 | -8 | -2 | -7
CCN(CC)CC(O)Cn1c2ccccc2c2ccccc21 (stereo not drawn) | -1.2 | -51 | -3 | 4 | 16 | -0.4 | -2 | -6 | -3
O=C(COC(=O)COc1ccccc1)Nc1ccc(S(=O)(=O)N2CCOCC2)cc1 | -1.3 | 24 | 0 | 10 | 4 | 0.5 | 13 | -18 | -1

A draw from above in order of number of heavy atoms, falling:
SMILES | IMP-1 inhibitor | PHOSPHO1 block | IDE inh | IDE cell activ | p-CIP stab down | VIM-2 inh | NALP1 yeast inh | PfM18AAP inh | GPR7 antagonist
COc1ccccc1OCc1cc(C(=O)NCc2ccc(N3CCCC3=O)cc2)no1 | 0.8 | 48 | -3 | 8 | 5 | 2.6 | 13 | 1 | -1
Cc1cc(=O)oc2cc(OCC(=O)c3ccccc3)ccc12 | -3.5 | 19 | 0 | 4 | 9 | -1.0 | 24 | -11 | 2
COc1ccc(CCNC(=O)c2ccc(Cl)cc2Cl)cc1 | -1.7 | 0 | 3 | 0 | 1 | -1.4 | -6 | 2 | -4
CCCCNCCOCCOc1ccc(C)cc1Br | -3.4 | 5 | -5 | 1 | 7 | -0.7 | 24 | 3 | 6

In the list so far, three have an aryl thioether with sulfur outside any ring:
SMILES | IMP-1 inhibitor | PHOSPHO1 block | IDE inh | IDE cell activ | p-CIP stab down | VIM-2 inh | NALP1 yeast inh | PfM18AAP inh | GPR7 antagonist
Cc1ccc(CSc2ccc(-c3ccc4c(c3)OCO4)nn2)cc1 | -2.8 | -77 | 6 | -1 | -27 | -2.1 | 20 | -4 | -9
COC(=O)CSc1nc2sc3c(c2c(=O)[nH]1)CCC3 | -1.9 | 4 | 2 | 5 | 4 | 1.2 | -44 | 3 | -11
Cc1nc(CSc2nnc3scc(-c4ccc(Cl)cc4)n23)cs1 | -5.4 | 32 | 3 | 6 | -3 | 3.1 | 20 | -2 | -7
